Furin inhibitor = human furin inhibitors, primary screen, biochemical, fluorescence intensity | purified furin, fluorogenic substrate cleavage | inhibition, % at 30 µM | 0.061% of 220,000 active; in the data active means inhibition above about 25%; further: inactives centre near -15
Rad51 HR inh = human RAD51 strand exchange inhibitors, primary screen, biochemical, fluorescence; DNA repair protein RAD51 homolog 1 (Homo sapiens), Q06609; hRad51 DNA strand exchange, fluorescence dequenching; inhibition, % at 10 µM; 0.085% of 200,000 active; AID 1385, 2008;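 active means inhibition above 40% at the single screening dose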;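 further: 0% = DMSO control wells and 100% = blanks with heterologous ssDNA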
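Read-out basis: percent inhibition relative to plate controls and blanks / Assay system: human Rad51 nucleoprotein filaments preassembled on unlabelled ssDNA / Timing: filaments 15 min 37 °C, then compound 30 min / Control set: per-plate controls and blanks / Technique: fluorescence dequenching at 485/520 nm / Compound: 10 µM final, single point / Also added: Fluorescein- and BHQ1-tagged 47-mer duplex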
EBV gp42 block = Epstein-Barr virus gp42 inhibitors, primary screen, biochemical, uHTS, fluorescence polarization; Glycoprotein 42 (Epstein-Barr virus (strain AG876)), Q1HVG2; Fluorescence polarization binding assay, mP read-out; inhibition, % (tested at 21.74 µM); 0.42% of 220,000 active; AID 1085, 2008; in the data active means inhibition above about 50%
14-3-3 Bad inh = inhibitors of 14-3-3 zeta/Bad binding, primary screen, biochemical, TR-FRET, bovine 14-3-3 zeta | TR-FRET 14-3-3zeta/Dy647-pBad peptide displacement, 1 h | inhibition, % at 21.7 µM | 0.71% of 220,000 active | 14-3-3 protein zeta/delta (Bos taurus), P63103;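 active means inhibition above about 70%, limit read from the data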;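 further: 0% = full 14-3-3 plus peptide FRET controls and 100% = background without 14-3-3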
KCC2 mod = KCC2 cotransporter modulators, thallium flux, primary screen, cell-based, HEK293 KCC2, FluoZin-2 fluorescence, MLSMR. Solute carrier family 12 member 5 (Homo sapiens), Q9H2X9. KCC2 cells, thallium flux FluoZin-2 fluorescence. B-score of Tl+ flux slope (higher = more flux/activation; lower = inhibition) at 10 µM. 2.2% of 190,000 active;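 active means thallium flux slope and its plate-corrected score both differing from the plate sample mean at a set confidence after two filtering rounds, in either direction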;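 further: slope of fluorescence scaled to starting intensity during 10 to 20 s after thallium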
NCF1 inh = p47phox/p22phox peptide binding inhibitors, primary screen, biochemical, uHTS, NADPH oxidase regulatory subunit; fluorescence polarization, 2 h; Neutrophil cytosol factor 1 (Homo sapiens), P14598; inhibition, % at 24.7 µM; 0.53% of 220,000 active;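 further: 0% = p47phox with labelled peptide and 100% = labelled peptide alone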
eIF4E 4G PPI = eIF4E–eIF4G protein interaction inhibitors, primary screen, biochemical, uHTS, TR-FRET, eIF4GI fragment; TR-FRET eIF4E-eIF4GI(517-606) binding, 2 h; Eukaryotic translation initiation factor 4E (Mus musculus) + Eukaryotic translation …; inhibition, % at 21.7 µM; AID 782, 2007; 0.37% of 220,000 active;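 further: 0% = full FRET control wells and 100% = background wells lacking eIF4GI fragment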
Target sequence (P63073 whole entry, looked up, the tested form may be a part): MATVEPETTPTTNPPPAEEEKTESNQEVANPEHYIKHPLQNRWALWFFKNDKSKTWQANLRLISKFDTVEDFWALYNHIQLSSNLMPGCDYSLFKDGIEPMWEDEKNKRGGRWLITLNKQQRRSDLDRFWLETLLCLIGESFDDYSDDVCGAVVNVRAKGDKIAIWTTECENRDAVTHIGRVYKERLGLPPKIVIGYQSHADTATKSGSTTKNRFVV
Target sequence (Q04637 whole entry, looked up, the tested form may be a part): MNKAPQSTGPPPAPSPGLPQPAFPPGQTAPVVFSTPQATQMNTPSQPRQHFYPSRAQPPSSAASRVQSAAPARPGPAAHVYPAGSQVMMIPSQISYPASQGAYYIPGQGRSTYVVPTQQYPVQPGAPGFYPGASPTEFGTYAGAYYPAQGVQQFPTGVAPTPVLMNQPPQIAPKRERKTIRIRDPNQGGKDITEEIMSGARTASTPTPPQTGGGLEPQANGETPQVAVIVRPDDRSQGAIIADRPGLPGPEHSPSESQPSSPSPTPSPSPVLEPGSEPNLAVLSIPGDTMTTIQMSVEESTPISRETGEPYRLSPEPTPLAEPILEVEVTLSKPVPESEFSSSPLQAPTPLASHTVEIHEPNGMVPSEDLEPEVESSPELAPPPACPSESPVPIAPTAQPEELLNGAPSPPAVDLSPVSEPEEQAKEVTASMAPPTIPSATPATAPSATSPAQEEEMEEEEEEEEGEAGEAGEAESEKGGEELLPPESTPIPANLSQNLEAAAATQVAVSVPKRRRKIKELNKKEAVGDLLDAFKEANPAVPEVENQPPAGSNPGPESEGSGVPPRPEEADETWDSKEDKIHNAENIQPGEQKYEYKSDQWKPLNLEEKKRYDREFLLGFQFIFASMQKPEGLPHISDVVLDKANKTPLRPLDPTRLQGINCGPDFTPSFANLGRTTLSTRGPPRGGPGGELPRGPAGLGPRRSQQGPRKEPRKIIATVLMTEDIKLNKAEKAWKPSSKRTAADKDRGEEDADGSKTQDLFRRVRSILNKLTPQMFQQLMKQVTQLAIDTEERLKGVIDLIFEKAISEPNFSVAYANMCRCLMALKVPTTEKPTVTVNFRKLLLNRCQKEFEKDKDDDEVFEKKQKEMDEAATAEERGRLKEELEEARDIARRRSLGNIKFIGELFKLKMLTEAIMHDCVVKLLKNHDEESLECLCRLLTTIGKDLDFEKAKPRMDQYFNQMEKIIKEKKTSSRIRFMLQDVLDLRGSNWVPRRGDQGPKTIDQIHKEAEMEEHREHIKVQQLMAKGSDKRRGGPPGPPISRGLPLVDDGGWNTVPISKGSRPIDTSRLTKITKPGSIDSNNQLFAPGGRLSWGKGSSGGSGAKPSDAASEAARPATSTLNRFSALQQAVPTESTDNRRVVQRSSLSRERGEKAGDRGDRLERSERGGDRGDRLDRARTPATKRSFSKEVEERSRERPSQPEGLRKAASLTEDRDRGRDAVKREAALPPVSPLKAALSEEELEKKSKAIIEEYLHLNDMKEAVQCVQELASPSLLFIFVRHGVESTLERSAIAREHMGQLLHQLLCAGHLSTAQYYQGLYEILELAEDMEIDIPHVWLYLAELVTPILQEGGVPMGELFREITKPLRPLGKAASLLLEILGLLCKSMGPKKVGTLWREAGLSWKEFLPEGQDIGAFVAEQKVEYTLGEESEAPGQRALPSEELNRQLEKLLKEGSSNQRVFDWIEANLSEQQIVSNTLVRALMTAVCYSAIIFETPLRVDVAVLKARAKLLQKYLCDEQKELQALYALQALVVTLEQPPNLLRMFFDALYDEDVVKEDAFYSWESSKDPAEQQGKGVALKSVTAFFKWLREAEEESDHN
hK5 inh = human KLK5 protease inhibitors, primary screen, biochemical, 1536-well | Kallikrein-5 (Homo sapiens), Q9Y337 | recombinant hK5, fluorogenic AMC substrate cleavage | inhibition, % at 5 µM | 0.59% of 210,000 active;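 active means inhibition of 40% or more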;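 further: 0% = enzyme controls without compound and 100% = no-enzyme blanks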
thrombin 1536 = human alpha-thrombin inhibitors, primary screen, counter-screen for coagulation protease inhibitor project, biochemical, 1536-well, fluorogenic AMC substrate; Boc-VPR-AMC fluorogenic substrate cleavage; AID 1046, 2008; 0.26% of 220,000 active; inhibition, % at 5 µM;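 active means inhibition at or above 40%; inactive means inhibition below 40%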;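 further: 0% = enzyme with no compound and 100% = wells without enzyme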
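Material: human alpha-thrombin protein. Incubation: reaction at ambient temperature. Technique: fluorescence of released AMC, ex 355 nm, em 460 nm. Control set: no-compound enzyme wells and no-enzyme blanks. Also added: Boc-VPR-AMC substrate, 15 µM final. Buffer or medium: pH 7.5 Tris (50 mM) with NaCl 150 mM, Tween 20 0.05%.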
Starred values were filed as active, the others as inactive; nt = no result given; [ ] = another dose, or the depositor's remark.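 How the source made its calls, unless noted: active means inhibition above about 30% (limit read from the data); inactive means the rest.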 Rows were taken by chance; any-hit rate near 4.7%.

The first 5 records, to show the layout:
SMILES	Furin inhibitor	Rad51 HR inh	EBV gp42 block	14-3-3 Bad inh	KCC2 mod	NCF1 inh	eIF4E 4G PPI	hK5 inh	thrombin 1536
CC(=O)Nc1ccc(N2C(=O)CSC2c2ccccc2[N+](=O)[O-])cc1 (stereo not drawn)	-5	-10	-12	-15	-0.0087	9	0	nt	-3
Cc1ccc(S(=O)(=O)/N=C2/C=C(Sc3ncn[nH]3)C(=O)c3ccccc32)c(C)c1	-20	6	-20	66	0.93	37*	27[fluorescence artefact?]	-41	-9
CC1CCN(CC(=O)NCc2ccccc2)CC1	-15[20 µM]	4	-4	9[fluorescence artefact?]	0	-9	-1[fluorescence artefact?]	3	1
COC(=O)c1cccc(C23CC4(C2)[C@H](CN(Cc2ccc(-c5ccccc5)cc2)[C@@H]4c2ccccc2)C3c2ccc(C(F)(F)F)cc2)c1 (stereo partly drawn)	-27	-2	-38	-1	0.0021	-15	-4	3	5
CCCN(CCC)C(=S)Nc1cc(C(=O)OC)ccc1C(=O)OC	-20	-39	-4	-2	-0.71	-11	-6	-12	2

Main list, previewed entries included:
SMILES	Furin inhibitor	Rad51 HR inh	EBV gp42 block	14-3-3 Bad inh	KCC2 mod	NCF1 inh	eIF4E 4G PPI	hK5 inh	thrombin 1536
CC(=O)Nc1ccc(N2C(=O)CSC2c2ccccc2[N+](=O)[O-])cc1 (stereo not drawn)	-5	-10	-12	-15	-0.0087	9	0	nt	-3
Cc1ccc(S(=O)(=O)/N=C2/C=C(Sc3ncn[nH]3)C(=O)c3ccccc32)c(C)c1	-20	6	-20	66	0.93	37*	27[fluorescence artefact?]	-41	-9
CC1CCN(CC(=O)NCc2ccccc2)CC1	-15[20 µM]	4	-4	9[fluorescence artefact?]	0	-9	-1[fluorescence artefact?]	3	1
COC(=O)c1cccc(C23CC4(C2)[C@H](CN(Cc2ccc(-c5ccccc5)cc2)[C@@H]4c2ccccc2)C3c2ccc(C(F)(F)F)cc2)c1 (stereo partly drawn)	-27	-2	-38	-1	0.0021	-15	-4	3	5
CCCN(CCC)C(=S)Nc1cc(C(=O)OC)ccc1C(=O)OC	-20	-39	-4	-2	-0.71	-11	-6	-12	2
CC(=O)Nc1ccc(S(=O)(=O)NNC(=O)C(=O)NNc2ccccn2)cc1	-10	5	-8	-15	1	0	2	9	-8
COC(=O)/C(=N/Nc1ccccc1C)N1CCCc2ccccc21	-12	-11	-4	13	0.03	13	2	-6	6
[N-]=C=C1C(=O)NC(=O)C([n+]2ccc(-c3ccncc3)cc2)C1c1ccccc1C(F)(F)F (stereo not drawn)	-6	-33	-21	5	-1.2	-2	9	0	-8
CSCCC(=O)Nc1ccc(C(C)=O)cc1	-9	-2	-19	6	1.5	-2	3[fluorescence artefact?]	-7	-5
O=C(C1CC1)N1CCC(c2nc(-c3ccc(S(=O)(=O)NCC4CCCO4)cc3)no2)CC1 (stereo not drawn)	-14[20 µM]	-5	-15	14	1.1	2	7	4	-3
O=C(CCN1C(=O)/C(=C\c2cccs2)SC1=S)Nc1ccccn1	-12	-48	-5	-9	nt	-90	-1	9	-1
COc1ccc(S(=O)(=O)N2CCC(N3CCCCC3)CC2)cc1	-10	1	-11	60	0.39	0	-2	-10	2
S=C(NC1CCCCC1)N1CCn2cccc2C1c1ccncc1 (stereo not drawn)	-15	1	-5	-7	-1.3	-8	-1	-6	5
CC(C)Nc1nnc(SCC(=O)Nc2ccc3c(c2)C(=O)c2ccccc2C3=O)s1	-19	-12	-17	-15[fluorescence artefact?]	-0.084	-27	-5	-94	5
O=C(COC(=O)/C=C/c1cccs1)Nc1nc(-c2ccccc2)cs1	0	9	-2	-5[fluorescence artefact?]	0.43	-1	11	-21	-8
Nc1nnc(C(c2ccccc2)c2ccccc2)s1	-16[20 µM]	-4	11	-7	0.18	-4	0	-34	-6
O=C(CCCN1C(=O)c2cccc3cccc(c23)C1=O)N1CCN(c2ncccn2)CC1	-11	1	-11	3	0.21	-6	0	-4	-10
Nn1c(SCC(=O)N2CCCc3ccccc32)nnc1-c1ccc(Cl)cc1	-22	-3	-27	22[fluorescence artefact?]	nt	0	-12	-7	8
COc1ccccc1C(=O)C1CCCN(C(=O)C2CCCC2)C1 (stereo not drawn)	-19	3	2	-8	-1.3	0	-2	-5	-7
Oc1cccc2ccc(/C=C/c3c(F)cccc3Cl)nc12	-26	2	5	-14	1.9	1	0	-3	-11
O=C(CNC(=O)c1cccc(F)c1)N/N=C/c1cccc([N+](=O)[O-])c1	-1	-3	1	0	-0.79	-3	5	-18	-10
CC(C)C(=O)Nc1cccc(C(=O)N2CCCCC2C)c1 (stereo not drawn)	-22[20 µM]	2	-10	10	0.43	-12	-2	-26	1
NC(=O)C(Cc1ccccc1)NS(=O)(=O)c1ccc(N2CCCC2=O)cc1 (stereo not drawn)	-15[20 µM]	1	-9	-9[fluorescence artefact?]	1.7	-6	-6[fluorescence artefact?]	-8	-3
CC(/C=N/Nc1nc2ccccc2[nH]1)=C\c1ccccc1	-19	0	-2	-7	0.083	-6	1	-8	-5
CCCCCNC(=O)c1ccc2c(=O)[nH]c3c(C(=O)NCC4CCCO4)sc(=S)n3c2c1 (stereo not drawn)	-17[20 µM]	-3	7	1[fluorescence artefact?]	-1.8	-41	1[fluorescence artefact?]	-6	-3
NC(=S)NN=C(Cc1ccccc1)Cc1ccccc1	-18	-35	-5	-5	1.3	-3	-2	-4	-4
N#CCN1CCC/C1=C\[N+](=O)[O-]	6[20 µM]	0	-14	-2[fluorescence artefact?]	0.17	3	0[fluorescence artefact?]	-4	6
COCc1cc(CN2CCCC2)c(O)c2ncccc12	-15	-4	-3	6	nt	-10	5[fluorescence artefact?]	-208	-5
COC(=O)c1ccccc1NC(=S)NC(NC(=O)COc1ccccc1)C(Cl)(Cl)Cl (stereo not drawn)	-10	nt	-2	-16	nt	-16	9	-15	0
O=C(CSc1ccc2ccccc2n1)c1ccc2c(c1)OCO2	-14[20 µM]	-2	-1	0	nt	-17	3	3	-3
Cc1cc(C)n(C(=O)c2cccc(S(=O)(=O)N3CCOCC3)c2)n1	-14[20 µM]	-14	-5	-8	-0.23	3	-5	2	-1
CCOC(=O)N1CC(=O)Nc2ccc(Br)cc2C1c1ccccc1 (stereo not drawn)	-15	-4	-18	-3	0.023	-5	2	-1	-2
Cc1cc(C)cc(NC(=O)CN(C)S(=O)(=O)c2cnc[nH]2)c1	-29[20 µM]	0	4	8	0.76	-8	5[fluorescence artefact?]	-20	-4
COc1ccc(NC(=O)[C@@H](NC(=O)c2ccccc2)C(C)C)cc1S(=O)(=O)N1CCCCC1	-10	nt	-10	18[fluorescence artefact?]	-0.74	-10	2	1	3
O=C(CN1C(=O)/C(=C\c2cccc(Cl)c2)Oc2ccccc21)N1CCN(c2ccccn2)CC1	-53	8	-9	0	0.25	2	-5	-19	-37
O=S(=O)(NCCOCCNS(=O)(=O)c1ccccc1)c1ccccc1	-11	nt	-13	-1	0.24	-4	3	6	0
C=C(C)c1cccc(C(C)(C)NC(=O)N2CCN(C)CC2)c1	-27[20 µM]	2	-12	-13	1.2	-12	5	2	1
O=C(CSc1ccc2ccccc2c1)NC1CCCc2ccccc21 (stereo not drawn)	-30	-4	-12	2	0.85	-5	0[fluorescence artefact?]	-6	-6
Cn1c(=O)c2c(SCc3cccnc3)nc(CC(C)(C)C)nc2n(C)c1=O	-12	0	5	1	nt	19	4	-6	10
CC(=O)CCc1c(C)c2cccc(C)c2[nH]c1=O	-13	-6	-4	2	-0.77	7	0	-7	3
CCC(=O)Nc1ccc(C(=O)CSc2nnc(-c3ccccc3F)n2C2CC2)cc1	-8	-9	-3	2	-1.2	-1	0	3	-13
NC(=O)C1(N2CCCCC2)CCN(C(=S)NCCc2ccccc2)CC1	-34	-2	-11	-10	0.84	-7	1	0	1
O=C(NCc1ccco1)c1ccc(Br)c(S(=O)(=O)N2CCCCC2)c1	-11	2	10	1	nt	5	-8	11	5
COc1ccccc1/C=C/C(=O)/C=C/c1ccccc1O	-10	9	-4	3	-1.2	-22	0	2	-3
Cc1nccn1CCCNC(=O)CC1C(=O)NCCN1Cc1ccc(Cl)c(F)c1 (stereo not drawn)	-12	-39	-14	-3	nt	4	0	-7	-16
Cc1nn(C)c(Oc2ccccc2)c1CCNC(=O)C(C)(C)C	-29	nt	-2	-9	1.6	2	3	nt	2
Cc1cc(C)n2cc(CSc3nnc(N)s3)nc2n1	-37	5	-15	9[fluorescence artefact?]	1.7	-5	2[fluorescence artefact?]	12	-3
CCN1/C(=C\C=C2\C(=O)N(c3ccccc3)C(=S)N2C)Sc2ccccc21	-4	-16	8	95*	-0.025	23	-8	-14	0

High-throughput results from PubChem.
